# NS5 inhibitors: Dengue-2 NS5 methyltransferase inhibitors, primary screen, biochemical, confirmation dose response (AID 588689); Dengue-2 NS5 methyltransferase capping enzyme assay, biochemical; higher % means a stronger effect; one-dose inhibition, % at 25 µM; IC50 in µM for titrated hits; 340,000 tested, 0.3% active; in the data active = a potency from the dose series
# GPR55 activation: GPR55 agonists via beta-arrestin recruitment, primary screen, imaging, U2OS cells, beta-arrestin-GFP redistribution (AID 1961). U2OS GPR55 beta-arrestin-GFP redistribution imaging; higher % means a stronger effect. one-dose activation, % at 10 µM; EC50 in µM for titrated hits. 290,000 tested, 0.048% active. G-protein coupled receptor 55 (Homo sapiens);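 active = activation above 40% with more than 50 cells counted in the well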;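 note: U2OS osteosarcoma cells stably expressing GPR55 and beta-arrestin-GFP; plate controls were DMSO negative control for no effect and LPI positive control for full effect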
# NOD1 inhibition: NOD1 signaling inhibitors, primary screen, cell-based, luminescence, uHTS (AID 1578) | one-dose inhibition, % at 4 µM; EC50 in µM for titrated hits | NOD1-driven NF-kB luciferase reporter cells, luminescence; higher % means a stronger effect | 290,000 tested, 1% active; in the data active = inhibition mostly above about 36%, no sharp cut-off; inactive = mostly below about 34%;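 note: HEK-293T reporter cells stimulated with the NOD1 agonist gamma-tri-DAP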
# KOR beta-arrestin-1: KOR agonists, beta-arrestin recruitment, primary screen, cell-based, luminescence, uHTS (AID 1777). KOR beta-arrestin recruitment, luminescence; higher % means a stronger effect. one-dose activation, % at 10 µM; EC50 in µM for titrated hits. 280,000 tested, 0.02% active; in the data active = activation above about 50%, passing the limit was not always enough; note: a part of the inactive calls stands beside numbers as strong as those of hits
# HIV peptide binding: inhibitors of HIV fusion peptide binding, primary screen, biochemical, uHTS, fluorescence dequenching (AID 1986); cell-free peptide binding, fluorescence dequenching, 30 min; higher % means a stronger effect; inhibition, % at 20 µM; hits with a dose series show IC50 in µM; 290,000 tested, 0.3% active; in the data active = inhibition mostly above about 52%, no sharp cut-off; inactive = mostly below about 76%; note: some results filed as inactive read as strong as hits
# West Nile virus CPE: West Nile virus antiviral activity, cell-based, CPE readout (AID 1621) | West Nile virus-infected cells, CPE inhibition; higher % means a stronger effect | 290,000 tested, 0.02% active | one-dose CPE inhibition, % at 10 µM; IC50 in µM for titrated hits; in the data active = a potency from the dose series; note: strong numbers were not always called active
# GPR35 arrestin U2OS: GPR35 antagonists blocking zaprinast-driven arrestin recruitment, primary screen, imaging, U2OS, beta-arrestin-GFP, zaprinast agonist (AID 2058) | U2OS GPR35 beta-arrestin-GFP translocation imaging, zaprinast antagonism; higher % means a stronger effect | inhibition, % at 10 µM; hits with a dose series show IC50 in µM | 290,000 tested, 0.052% active;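 active = inhibition of at least 50% with at least 30 cells and total cytoplasm GFP at most 10,000,000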
# GPR55 LPI antagonism: GPR55 antagonists blocking LPI-driven arrestin recruitment, primary screen, imaging, U2OS, beta-arrestin-GFP, LPI agonist (AID 2013) | U2OS GPR55 beta-arrestin-GFP translocation imaging, LPI antagonism; higher % means a stronger effect | G-protein coupled receptor 55 (Homo sapiens) | 290,000 tested, 0.13% active | inhibition, % at 10 µM; hits with a dose series show IC50 in µM;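 active = spots per cell inhibited over 60%, with over 100 cells counted and total cytoplasm intensity under 500,000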;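 note: U2OS cells stably carrying GPR55 and arrestin-GFP stimulated by 5 µM LPI near EC80; imaged beta-arrestin-GFP aggregate spots per cell after agonist stimulation; plate controls were LPI-stimulated DMSO wells for no effect and DMSO wells without LPI for full effect; some results filed as inactive read as strong as hits; confirmed hits need IC50 under 10 µM and bright autofluorescent wells are also inconclusive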
# KOR beta-arrestin-2: KOR antagonists, beta-arrestin recruitment, cell-based, luminescence, uHTS (AID 1778); KOR beta-arrestin recruitment, luminescence, antagonist mode; higher % means a stronger effect; 290,000 tested, 0.091% active; Kappa-type opioid receptor (Homo sapiens); inhibition, % at 10 µM, or IC50 in µM where a hit was titrated; in the data active = inhibition above about 50%; note: strong numbers were not always called active
# NS5 inhibitors pilot replicate: recorded beside NS5 inhibitors, whose call it bears; inhibition, %; measured here: pilot screen replicate inhibition
# An asterisk follows results filed as active; · = no result given; [ ] = remark or other dose. Some of the compounds tested; the hit share may differ from the screen's.
SMILES,NS5 inhibitors,GPR55 activation,NOD1 inhibition,KOR beta-arrestin-1,HIV peptide binding,West Nile virus CPE,GPR35 arrestin U2OS,GPR55 LPI antagonism,KOR beta-arrestin-2,others
Cc1ccccc1NC(=O)/C(C#N)=C/c1ccc(-c2ccc(Cl)c(C(=O)O)c2)o1,5%,-0.1%,-42%,-1.0%,11%,0.3%,-22%,4%,-12%[20 µM],
CC1CCN(S(=O)(=O)c2nnc(NC(=O)COc3ccccc3)s2)CC1,-9%,-0.1%,-31%,5.9%,1.4%,0.3%,57%,2%,-52%,
COC(C(=O)N/N=C(\C)CC(=O)Nc1ccc(N(C)C)cc1)c1ccccc1 (centres undefined),-1%,-0.1%,-38%,·,-1.6%,-0.3%,11%,-1%,14%,
COC(=O)c1c(-c2c(Cl)cccc2Cl)noc1NC(=O)NN1CCCCC1,-4%,0.2%,-7%,4.7%,1.7%,0.6%,-5%,11%,-11%,
CCCC(C)C(=O)Nc1ccc(NC(C)=O)cc1 (centres undefined),-1%,-0.1%,-24%,1.3%,-2.2%,0.5%,1%,-2%,-21%,
Nc1ncnc2c1ncn2C1CCC(CO)C(O)C1 (centres undefined),1%,-0.2%,-4%,-2.5%,0.9%,0.5%,-5%,7%,11%,
O=C(CCn1c(=S)oc2ccccc21)N1CCN(c2ccc(F)cc2)CC1,3%,0.3%,-2%,1.8%,-1.6%,-0.1%,10%,3%,15%,
C=CCOc1ccc(CN(C)C(=O)C2CCCO2)cc1 (centres undefined),-7%,0.0%,-27%,-2.7%,-0.8%,-0.7%,7%,11%,-25%,
CCN(CC(=O)Nc1ccc(NC(C)=O)cc1)C(=O)/C=C/c1cn(-c2ccccc2)nc1-c1ccc(C)cc1,2%,-0.1%,16%,5.3%,2.8%,0.0%,-4%,8%,-12%,
COc1ccc(N2C(=O)CC(N3CCCC4CCCCC43)C2=O)cc1 (centres undefined),-10%,-0.1%,·,-2.0%,-0.8%,0.2%,-7%,-4%,3%,
COc1ccc(OC)c(S(=O)(=O)N(C)CC(=O)N2CCN(c3ccccc3)CC2)c1,1%,-0.1%,-5%,6.8%,-0.3%,-0.4%,20%,0%,-21%,
CC(C)c1nnc(NC(=O)C2CCCN2C(=O)Nc2ccccc2)s1 (centres undefined),-3%,-0.3%,-16%,1.1%,1.2%,-0.1%,-8%,-2%,-1%,
COc1ccc(Cc2nnc(NS(=O)(=O)Cc3ccccc3)s2)cc1,3%,-0.2%,-7%,1.7%,0.8%,0.2%,-2%,-2%,-10%,
CCCc1cc2c(cc1NC(=O)c1ccccc1C)OCO2,-3%,0.0%,-9%,-1.6%,-2.8%,0.1%,-1%,2%,-7%,
Clc1ccc(OCCCN2CCCCC2)c(Br)c1,3%,-0.1%,-18%,5.3%,1.3%,0.1%,20%,5%,-58%,

# Overlap with the part before: 7 compounds, followed by the next part.
SMILES,NS5 inhibitors,GPR55 activation,NOD1 inhibition,KOR beta-arrestin-1,HIV peptide binding,West Nile virus CPE,GPR35 arrestin U2OS,GPR55 LPI antagonism,KOR beta-arrestin-2,others
CCN(CC(=O)Nc1ccc(NC(C)=O)cc1)C(=O)/C=C/c1cn(-c2ccccc2)nc1-c1ccc(C)cc1,2%,-0.1%,16%,5.3%,2.8%,0.0%,-4%,8%,-12%,
COc1ccc(N2C(=O)CC(N3CCCC4CCCCC43)C2=O)cc1 (centres undefined),-10%,-0.1%,·,-2.0%,-0.8%,0.2%,-7%,-4%,3%,
COc1ccc(OC)c(S(=O)(=O)N(C)CC(=O)N2CCN(c3ccccc3)CC2)c1,1%,-0.1%,-5%,6.8%,-0.3%,-0.4%,20%,0%,-21%,
CC(C)c1nnc(NC(=O)C2CCCN2C(=O)Nc2ccccc2)s1 (centres undefined),-3%,-0.3%,-16%,1.1%,1.2%,-0.1%,-8%,-2%,-1%,
COc1ccc(Cc2nnc(NS(=O)(=O)Cc3ccccc3)s2)cc1,3%,-0.2%,-7%,1.7%,0.8%,0.2%,-2%,-2%,-10%,
CCCc1cc2c(cc1NC(=O)c1ccccc1C)OCO2,-3%,0.0%,-9%,-1.6%,-2.8%,0.1%,-1%,2%,-7%,
Clc1ccc(OCCCN2CCCCC2)c(Br)c1,3%,-0.1%,-18%,5.3%,1.3%,0.1%,20%,5%,-58%,
Cc1oc2ccc(OCc3ccc(F)cc3)cc2c1C(=O)O,-8%,0.3%,-1%,-4.2%,1.5%,-0.1%,16%,9%,-2%,
Clc1cccc(Cc2nn[nH]n2)c1,-4%,0.3%,2%,1.1%,0.6%,0.6%,-6%,11%,-29%,
FC(F)(F)c1nnc(Nc2ccc(Cl)cc2)s1,·,-0.3%,-11%,0.7%,-2.1%,-0.1%,0%,14%,5%,
Cc1nnc(N2C(=O)c3ccc(Br)cc3C2=O)s1,6%,0.4%,-5%,3.5%,-1.1%,0.5%,4%,0%,4%,
C=CCOc1ccc(/C=C2\N=C(C)OC2=O)cc1OC,-3%,-0.1%,-7%,0.7%,0.5%,0.0%,-22%,7%,11%,
Cc1cc(Nc2cccc(F)c2)nc(NCc2ccccc2)n1,-4%,1.0%,-20%,3.7%,-0.7%,-1.5%,0%,11%,-35%,
CCCCC1NC(=S)N(C2CCCCC2)C1=O (centres undefined),-3%,0.2%,-15%,-3.5%,1.0%,-0.3%,5%,2%,·,
COC(=O)[C@@H](NCc1cccc(CN([C@H](C(=O)OC)C(C)C)S(C)(=O)=O)c1)C(C)C,-2%,-0.3%,10%,1.7%,0.5%,-1.2%,7%,-13%,-23%[20 µM],
C#CCSC1=C(C#N)C(c2cccs2)C(C(=O)OCC)=C(C)N1 (centres undefined),-5%,-0.1%,21%,·,2.6%,-0.3%,5%,-14%,-20%,
O=C(c1ccco1)N1CCN=C1SCc1cccc(F)c1,-3%,-0.2%,-4%,6.3%,-0.1%,-0.3%,-10%,20%,-4%,
Cn1cc(CN2CCCC(CNC(=O)c3ccc4c(c3)OCO4)C2)c2ccccc21 (centres undefined),-2%,-0.1%,-34%,-5.2%,-0.3%,0.0%,-7%,8%,-7%,
CC1CCC(NS(=O)(=O)c2ccc3c(c2)n(C)c(=O)c(=O)n3C)CC1 (centres undefined),-8%,-0.1%,-10%,-0.9%,-0.4%,0.9%,8%,-1%,-7%,NS5 inhibitors pilot replicate=-1.4
O=C(CN1C(=O)COc2ccccc21)N(CCCN1CCOCC1)CC1CC=CCC1 (centres undefined),-2%,-0.3%,10%,-12%,-3.0%,-1.1%,-2%,5%,-40%,
COc1ccc(N2CCN(S(=O)(=O)c3c(C)n(C)c(=O)n(C)c3=O)CC2)cc1,-1%,0.0%,-19%,-0.1%,-1.8%,0.2%,-2%,20%,21%,
O=C(CSc1nnc(-c2ccncc2)o1)c1ccc2c(c1)OCCO2,-2%,-0.1%,18%,-0.6%,-1.9%,-0.9%,-9%,1%,-9%,
Cc1cc(C(=O)Nc2ccccn2)no1,5%,0.2%,-28%,-3.8%,-2.8%,-0.2%,-20%,5%,16%,
COc1ccc(N2CC(C(=O)N/N=C/c3ccccc3)CC2=O)cc1 (centres undefined),0%,0.2%,-17%,1.0%,-1.0%,-0.3%,1%,-4%,5%,
C=C(C)C1Cc2c(C)nn(-c3cccc4cccnc34)c2C1 (centres undefined),2%,-0.1%,2%,-2.2%,-2.7%,-0.4%,-5%,-7%,-6%,
c1ccc(CNC2=NCCC2)nc1,5%,-0.2%,-3%,-6.0%,-1.2%,0.2%,7%,9%,1%,
CCCCCCOC(=O)C1=C(C)NC(=O)NC1c1ccc(O)cc1 (centres undefined),-3%,-0.1%,11%,-2.7%,1.4%,0.4%,4%,-11%,-11%,
Cn1c(=O)cc(SCC(=O)NCCCN2CCN(c3ccccc3F)CC2)c2ccccc21,-3%,0.0%,-36%,-2.6%,-1.4%,-0.5%,3%,24%,26%,
Cc1nc(NC(=O)c2ccccc2)sc1-c1csc(Nc2cccc(Cl)c2)n1,·,0.3%,-24%,4.0%,-0.8%,-1.3%,10%,4%,-97%,
Cc1n(CC(O)COCc2ccccc2)c2ccccc2[n+]1C (centres undefined),0%,0.0%,5%,-1.1%,-1.3%,·,10%,3%,-10%,
Cc1ccc(C)c(-c2csc(Nc3ncccn3)n2)c1,-4%,0.0%,-2%,2.7%,0.3%,0.1%,-5%,16%,-55%,
COc1cccc(C2C3=C(Nc4[nH]n(-c5ccccc5)c(=O)c42)c2ccccc2C3=O)c1 (centres undefined),·,-0.2%,-19%,-9.2%,42%,-0.1%,-3%,-6%,-48%,
Brc1cccc(C2CC(c3ccccc3)n3nnnc3N2)c1 (centres undefined),-5%,-0.3%,5%,0.1%,1.9%,-1.2%,-1%,10%,-5%,
COc1ccc(Cc2nc3ccc(C(=O)NC4CCOC4)cc3o2)cc1 (centres undefined),-3%,0.2%,-25%,3.6%,0.2%,0.2%,-21%,-6%,-61%,
O=C(NCc1ccc2c(c1)OCO2)c1ccc(COc2cc(Cl)ccc2Cl)o1,1%,0.2%,7%,-4.0%,-1.0%,-1.4%,0%,-7%,-33%,NS5 inhibitors pilot replicate=-1.7
CCc1nnc(NC(=O)CSc2nnc(Cc3ccccc3)o2)s1,-8%,-0.2%,-20%,-0.7%,-1.9%,0.5%,13%,2%,-2%,
O=C(CSc1nnc2c(n1)[nH]c1ccc(F)cc12)N1CCOCC1,-4%,0.3%,-30%,-2.7%,0.2%,1.4%,-8%,-6%,-4%,
O=C(OCC(=O)N1CCN(C(=O)c2ccco2)CC1)c1cccc(S(=O)(=O)N2CCc3ccccc32)c1,-4%,0.0%,-17%,-3.9%,-0.3%,0.3%,0%,0%,12%,
C/C(=N\Nc1ccccc1[N+](=O)[O-])c1ccccc1O,-8%,-0.1%,-74%,-5.3%,-3.5%,-0.6%,-3%,-5%,6%,
COc1ccc(-c2noc(CCC(=O)NC3CCCC3)n2)cc1,2%,1.1%,-6%,-1.3%,0.1%,-0.5%,4%,6%,-17%,
C/C(=N\NC(=O)CCn1nnc2ccccc21)c1cccs1,-9%,-0.1%,7%,-2.9%,-0.6%,-0.1%,19%,4%,11%,
Cc1ccc(SCCOCCN2CCOCC2)cc1,6%,-0.1%,3%,2.6%,-0.7%,-0.3%,2%,5%,-1%,
O=C(c1nc2ccc(Cl)cn2c1CN1CCC(CO)CC1)N1CCc2ccccc2C1,-6%,-0.1%,-24%,1.3%,1.6%,-0.9%,-6%,2%,19%,
CN(CC(=O)NCc1ccco1)S(=O)(=O)c1cccc2cccnc12,-2%,0.3%,5%,-2.4%,-1.9%,-0.2%,2%,10%,10%,
O=C(O)CCC(=O)OCC1CCCO1 (centres undefined),0%,-0.2%,9%,-2.4%,-1.9%,0.7%,-11%,5%,-7%,
CCOC(=O)Cc1nn(CC)c(=O)c2ccccc12,-11%,-0.1%,-30%,-0.7%,-1.1%,0.0%,4%,6%,-8%,

# High-throughput results (PubChem BioAssay)
